Compound activity: PubChem BioAssay, several laboratories
BaF3 parental: parental Ba/F3 cell viability inhibition, counter-screen for JAK2V617F inhibitor project, murine pro-B, CellTiter-Glo luminescence; CellTiter-Glo ATP luminescence; hit rate 1.1% among 220,000; inhibition, % at 5.6 µM;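 active = inhibition above a per-campaign cutoff, the mean inhibition of all tested compounds plus 3 SD, cut at about 27% in these data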;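 also: 0% = DMSO wells and 100% = JAK Inhibitor I control wells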
eIF4E 4G PPI: eIF4E–eIF4G protein interaction inhibitors, primary screen, biochemical, uHTS, TR-FRET, eIF4GI fragment. TR-FRET eIF4E-eIF4GI(517-606) binding, 2 h. hit rate 0.37% among 220,000. inhibition, % at 21.7 µM. Eukaryotic translation initiation factor 4E (Mus musculus) + Eukaryotic translation …. AID 782, 2007;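 active = inhibition above about 30%, limit read from the data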;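 also: 0% = full FRET control wells and 100% = background wells lacking eIF4GI fragment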
Ba/F3 V617F tox: reduced viability of JAK2V617F-dependent Ba/F3 cells, primary screen, JAK2V617F inhibitor project, cell-based, Ba/F3 EpoR-JAK2V617F, luminescence | ATP luminescence | inhibition, % at 5.6 µM | hit rate 1.1% among 220,000 | AID 1446, 2008;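 active = inhibition above the campaign mean plus 3 SD over all tested compounds, cut at about 24% in these data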;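 also: cytokine-independent growth of Ba/F3 cells driven by EpoR plus mutant JAK2; 0% = DMSO-treated cells and 100% = JAK inhibitor I control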
S1P4 antagonist: S1P4 receptor antagonists, primary screen, cell-based; hit rate 0.26% among 220,000; inhibition, % at 4.98 µM; AID 1510, 2009; Sphingosine 1-phosphate receptor 4 (Homo sapiens), O95977; S1P4-expressing cells, antagonist mode, reporter read-out; in the data active = inhibition above about 29%;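 also: 0% = wells stimulated with agonist and 100% = vehicle wells without agonist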
Target sequence (O95977 whole entry, looked up): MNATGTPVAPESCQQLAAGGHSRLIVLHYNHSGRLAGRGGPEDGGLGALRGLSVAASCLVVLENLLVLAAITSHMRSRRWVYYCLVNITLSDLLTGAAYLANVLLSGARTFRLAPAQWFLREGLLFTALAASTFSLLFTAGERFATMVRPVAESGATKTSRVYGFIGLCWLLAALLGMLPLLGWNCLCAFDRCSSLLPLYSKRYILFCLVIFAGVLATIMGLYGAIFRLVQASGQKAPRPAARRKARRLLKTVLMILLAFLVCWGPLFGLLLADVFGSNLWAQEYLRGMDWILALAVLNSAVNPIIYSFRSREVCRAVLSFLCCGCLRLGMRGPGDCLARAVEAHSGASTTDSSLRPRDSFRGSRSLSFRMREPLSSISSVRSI
NPY-Y2 PAM-ag: NPY-Y2 potentiators or agonists, primary screen, cell-based | Neuropeptide Y receptor type 2 (Homo sapiens), P49146 | cells expressing NPY-Y2, potentiator/agonist read-out | activation, % at 3.6 µM | hit rate 0.45% among 220,000 | AID 1359, 2008; in the data active = activation above about 27%;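 also: cells stimulated with NPY near EC25 plus isoproterenol at EC100; 0% = vehicle plus submaximal agonist and 100% = vehicle plus saturating agonist; some results beyond the cut were filed as inactive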
Target sequence (P49146 whole entry, looked up): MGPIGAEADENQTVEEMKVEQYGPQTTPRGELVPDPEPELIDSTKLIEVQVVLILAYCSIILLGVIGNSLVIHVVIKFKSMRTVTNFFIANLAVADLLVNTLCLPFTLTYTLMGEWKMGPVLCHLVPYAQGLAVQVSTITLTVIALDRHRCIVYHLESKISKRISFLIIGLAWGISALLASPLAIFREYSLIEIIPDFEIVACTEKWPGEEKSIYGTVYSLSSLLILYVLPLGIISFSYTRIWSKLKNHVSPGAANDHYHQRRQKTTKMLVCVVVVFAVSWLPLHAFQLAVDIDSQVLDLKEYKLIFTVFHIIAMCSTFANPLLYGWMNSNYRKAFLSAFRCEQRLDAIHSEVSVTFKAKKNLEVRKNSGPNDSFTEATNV
MDM2 E3 inh: MDM2-luciferase reporter signal enhancers, primary screen, MDM2 E3 ligase inhibitor project, cell-based, luminescence, 1536-well | hit rate 0.11% among 210,000 | E3 ubiquitin-protein ligase Mdm2 (Homo sapiens), Q00987 | AID 1230, 2008 | cell-based MDM2 ubiquitination luciferase reporter, 2 h; 0 = plate control, 100 = twice control, blank-subtracted | signal enhancement, % at 5 µM;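 active = signal enhancement of 30% or more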;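 also: luminescence tracks abundance of the self-degrading MDM2-luciferase fusion protein; higher signal means inhibition of MDM2 E3 ligase activity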
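Test system: stable mammalian line carrying autodegrading MDM2–luciferase fusion reporter; quantity: 2000 cells in each well; times: 4 h cell settling then 2 h compound exposure, 37 °C; detection: luminescence with SteadyLite reagent, 15 min at room temperature; evaluation: percent signal gain over controls, blank-subtracted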
PERK inh: block of dimerizer-induced PERK translation repression, primary screen, PERK inhibitor project, CHO PERK-DD cells, SEAP luminescence, HTS; AID 1416, 2008; Eukaryotic translation initiation factor 2-alpha kinase 3 (Homo sapiens), Q9NZJ5; hit rate 0.17% among 220,000; inhibition, % at 5.6 µM; CHO PERK-DD fusion, SEAP luminescence translation reporter;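 active = inhibition above the mean inhibition of all tested compounds plus 3 SD, set separately per screening campaign, cut at about 2.9% in these data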;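 also: PERK kinase domain activated by AP20187 dimerizer at 100 nM; 0% = DMSO with dimerizer and 100% = rapamycin at 8.4 µM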
Wee1 stabilizer: Wee1 degradation inhibitors, primary screen, cell-based, HeLa, Wee1K328M-luciferase, luminescence. Wee1-like protein kinase (Homo sapiens), P30291. HeLa Luc-Wee1K328M stability; 100% = proteasome inhibitor MG132 effect. reporter increase, % at 5 µM. hit rate 1.2% among 220,000;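 active = activation above the mean of all tested compounds plus 3 SD, set per screening run, cut at about 8.8% in these data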;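 also: cells exposed to compound for 20 h before luminescence read; 0% = DMSO alone and 100% = MG132 at 30 µM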
S1P4 ag: S1P4 receptor agonists, primary screen, cell-based; Sphingosine 1-phosphate receptor 4 (Homo sapiens), O95977; S1P4-expressing cell line, agonist reporter assay; activation, % at 4.98 µM; hit rate 0.35% among 220,000; AID 1509, 2009; in the data active = activation above about 11%;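 also: 0% = DMSO vehicle and 100% = reference agonist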
An asterisk follows results filed as active; · = not tested or not shown; [ ] = another dose, or the depositor's remark. Compounds as they come; any-hit rate near 4.1%.

SMILES	BaF3 parental	eIF4E 4G PPI	Ba/F3 V617F tox	S1P4 antagonist	NPY-Y2 PAM-ag	MDM2 E3 inh	PERK inh	Wee1 stabilizer	S1P4 ag
CCC(=O)N(CCc1ccc(OC)c(OC)c1)Cc1cc2ccc(C)cc2n2nnnc12	3	3	0	3	11	-3	0.8	-1	1.4
O=C(COc1ccc2c(C(F)(F)F)cc(=O)oc2c1)NCc1cccs1	6	1[fluorescence artefact?]	-2	-6	13	11	0.6	0	1.9
Nc1[nH]n2c(=O)cc(-c3ccccc3)nc2c1N=Nc1ccccc1	2	0[fluorescence artefact?]	-5	-5	-3	-24	2.0	2	-0.8
CCOC(=O)NC1(C(F)(F)F)C(=O)NC(C)=C1C(=O)OC (stereo not drawn)	4	3[fluorescence artefact?]	-1	3	-3	-8	-0.2	0	3.1
CC(=O)NCCN1C(=O)C2C3c4ccccc4C(c4ccccc43)C2C1=O (stereo not drawn)	1	7[fluorescence artefact?]	-5	4	8	-5	-0.3	1	0.7
CN(NC(=O)NN)c1ncc(C(F)(F)F)cc1Cl	6	0	-5	0	-5	-9	2.0	0	-0.7
O=C(C1CCCN(Cc2ccccc2F)C1)N1CCc2ccccc2C1 (stereo not drawn)	-2	3	2	-24	-21	-20	1.2	-1	-0.8
CCC(=O)N1CC2(c3ccccc3)CN(C(=O)CC)CC(c3ccccc3)(C1)C2=O	9	2	8	-4	-3	-7	-0.8	12*	-0.1
CC(C)(C)C1CCc2c(sc(NC(=O)c3cccs3)c2C(N)=O)C1 (stereo not drawn)	8	-2	4	-8	-6	-3	-0.1	3	-1.2
Cn1cccc/c1=N\c1cccc[n+]1C	63*	3	73*	-5	8	-8	0.9	2	0.4
CC(=O)N/C(=C/c1ccc([N+](=O)[O-])cc1)C(=O)O	8	1	4	-8	8	-7	0.8	-1	-2.2
CCOc1ccc(NS(=O)(=O)c2ccc3c(c2)N(C(C)=O)CC3)cc1	1	10	-2	-11	-7	1	1.1	0	-1.2

3 of the entries above in order of their number in S1P4 antagonist, low to high:
Molecule,eIF4E 4G PPI,S1P4 antagonist,NPY-Y2 PAM-ag,MDM2 E3 inh,PERK inh,Wee1 stabilizer,S1P4 ag
CC(C)(C)C1CCc2c(sc(NC(=O)c3cccs3)c2C(N)=O)C1 (stereo not drawn),-2,-8,-6,-3,-0.1,3,-1.2
Cn1cccc/c1=N\c1cccc[n+]1C,3,-5,8,-8,0.9,2,0.4
CC(=O)NCCN1C(=O)C2C3c4ccccc4C(c4ccccc43)C2C1=O (stereo not drawn),7[fluorescence artefact?],4,8,-5,-0.3,1,0.7

Whole records from above. Values in the order: BaF3 parental | eIF4E 4G PPI | Ba/F3 V617F tox | S1P4 antagonist | NPY-Y2 PAM-ag | MDM2 E3 inh | PERK inh | Wee1 stabilizer | S1P4 ag
`CC(=O)NCCN1C(=O)C2C3c4ccccc4C(c4ccccc43)C2C1=O` (stereo not drawn) is listed with 1 | 7[fluorescence artefact?] | -5 | 4 | 8 | -5 | -0.3 | 1 | 0.7
`CCC(=O)N(CCc1ccc(OC)c(OC)c1)Cc1cc2ccc(C)cc2n2nnnc12` is listed with 3 | 3 | 0 | 3 | 11 | -3 | 0.8 | -1 | 1.4

Continuation:
SMILES	BaF3 parental	eIF4E 4G PPI	Ba/F3 V617F tox	S1P4 antagonist	NPY-Y2 PAM-ag	MDM2 E3 inh	PERK inh	Wee1 stabilizer	S1P4 ag
COc1ccc(CN2C(=O)Cc3c2nc(N)c2c(N)nc(N4CCOCC4)c(C#N)c32)cc1	-1	-3	-1	-11	0	·	0.8	1	-0.5
CC(=O)Nc1ccc(S(=O)(=O)NCc2cccnc2)cc1	6	-1	3	-14	7	-5	0.2	1	-1.0
O=C(COc1ccc([N+](=O)[O-])cc1)NNC(=O)c1cccs1	10	7	4	-3	2	-15	2.0	-3	-0.4
CC(=O)OC[C@H]1COc2ccc3ccccc3c2[C@H]1N(C)C(C)=O	3	-2	-2	3	-2	-14	1.1	-3	1.5
CC1=Nn2c(nnc2-c2ccco2)SC1	-2	2	0	-18	-3	-11	0.6	2	2.2
O=C(Cn1cnc(Cl)c1Cl)c1ccc(F)cc1	5	4	-1	-16	1	0	1.6	1	0.9
CCCC(=O)Nc1ccc(Cl)c(NC(=S)NC(=O)c2ccco2)c1	10	-9	3	-8	-12	-12	0.2	-3	-0.3
COc1ccc(CC(=O)Nc2cccc(-c3csc(C)n3)c2)cc1	8	13	4	2	-15	-13	-2.1	0	0.6
CCOc1ccc(NCc2nnc(SCC(=O)Nc3cc(C)on3)n2-c2ccc(OC)cc2)cc1	2	-1	2	-5	-7	-11	-0.8	0	-0.2
CCN(CC)CCNc1ccnc2cc(Cl)ccc12	13	9	9	-12	-32	-11	-0.3	3	-0.7
CCN(C(=O)c1ccc(Cl)cc1[N+](=O)[O-])c1ccccc1C	1	-4	-5	0	6	-25	-0.2	3	-0.7
Cc1oc2ccc(O)c(CN(C)C)c2c1C(=O)c1ccccc1	1	-1	4	-10	14	12	0.6	-2	1.5
CCCCN(CC)Cc1ccc(CNC(=S)Nc2c(C)cc(C)cc2C)o1	-2	6	0	4	-8	2	-0.3	8	-1.6
CCC1CCc2c([nH]c3ccccc3c2=O)O1 (stereo not drawn)	9	-1	4	-7	6	-7	-0.1	2	6.2
CCNC(=S)Nc1cc(OCC)c(N2CCOCC2)cc1OCC	1	2[fluorescence artefact?]	-4	-24	6	7	0.6	-1	0.8
CCOC(=O)C1=NN(c2ccccc2)C2=NC(C)=C(C(=O)OC)C(c3cccs3)N12 (stereo not drawn)	1	·	1	-16	13	·	-0.2	1	0.9
CC(C)Cc1cc(C(=O)N2N=C(C(F)F)CC2(O)C(F)F)c2ccccc2n1 (stereo not drawn)	5	4	1	1	-13	-8	-1.8	-2	0.8
CC(C)N1C(=O)/C(=C/c2nc3ccccc3c(=O)n2-c2ccccc2)c2ccccc21	0	2	-2	12	-20	3	-0.7	0	-0.5
CCOC(=O)C1CCN(C(=O)Cc2c(C(=O)O)[nH]c3ccccc23)CC1	0	-1	-2	-3	-10	-9	0.5	-3	1.6
O=C(NCCCCc1ccccc1)c1ccc(Br)o1	5	-1	0	2	-8	·	1.3	1	0.8
Fc1cccc(C[n+]2csc3ccccc32)c1	10	-2	5	12	-11	-10	1.6	-1	0.7
COc1cc(NC(=S)NCCC(c2ccccc2)c2ccccc2)c(OC)cc1Cl	6	-7	4	-8	-1	-11	-0.1	3	0.7
Cc1ccc(-c2cc(C(=O)NCc3cccnc3)no2)cc1	2	0	-2	2	3	-10	-0.6	2	1.9
Cc1ccc(S(=O)(=O)N/N=C/c2cnn(C)c2C)cc1	1	-6	3	-5	-17	-3	0.6	2	-0.8
O=C(Nc1ccc(Cl)cn1)c1ccc2c(c1)OCCO2	9	1	1	-14	-8	-36	0.0	2	2.1
COc1ccc(NC(=O)COc2nsnc2N2CCOCC2)cc1	3	1	2	2	-3	-14	0.9	-2	0.6
CCN(CC)S(=O)(=O)c1ccc(C(=O)N2CCN=C2SC)cc1	3	1	1	-11	0	-14	-0.3	0	0.3
Cc1ccc(Cl)cc1N1CCN(C(=O)COc2ccc(S(=O)(=O)NC(C)C)cc2)CC1	5	7	-5	-14	15	-22	0.2	-1	0.9
CC(C)(C)S(=O)(=O)/C(C#N)=N/Nc1ccc(C#N)cc1	4	1	1	4	10	-24	0.2	9	-2.9
Cc1cccc(N2CCCn3c2nc2c3c(=O)n(CCN3CCOCC3)c(=O)n2C)c1	-2	-17	-4	-12	2	-2	-1.0	5	0.4
CCOc1ccccc1OC(=O)c1ccco1	3	-1[fluorescence artefact?]	-2	-1	-7	-17	1.0	0	1.5
CC(C)CN1C2CCCC1CC(NC(=S)NCc1ccco1)C2 (stereo not drawn)	-1	-4	-1	4	11	-6	-0.3	-2	0.2
Nc1ccc(C(=O)OCc2ccncc2)cc1[N+](=O)[O-]	1	1	-3	-7	-8	-4	0.2	-1	-0.4
CCCc1cc(=O)[nH]c(SCC(=O)c2c(N)n(C)c(=O)n(C)c2=O)n1	8	3	-2	-2	-9	-18	0.6	3	-0.2
Cc1ccc(NC(=O)N2Cc3ccccc3CC2C(=O)NC(C)(C)C)cc1 (stereo not drawn)	8	4[fluorescence artefact?]	2	-9	-1	-4	-0.5	-3	1.9
Cc1ccccc1Nc1nc(N)nc(COC(=O)c2cccc(S(=O)(=O)NCc3ccccc3)c2)n1	1	4	-4	-9	0	-10	-0.9	2	0.2
COc1cccc(OCC(=O)Nc2ccccc2C(N)=O)c1	3	-8	-2	-15	0	3	0.2	0	3.7
O=C(OCc1cccc2ccccc12)c1ccc2c(=O)[nH]c(CN3CCOCC3)nc2c1	5	-9	0	-4	-1	-5	1.1	1	-0.3
CC(=O)Nc1ccc2c(c1)C(=O)c1ccccc1C2=O	11	4	3	7	1	-26	0.0	-2	-0.5
CCN(CC)CC(C)CNC(=O)CC(C(=O)N1CCc2ccccc21)n1ccnc1 (stereo not drawn)	2	-6	-5	-17	16	-11	1.2	0	-0.4
CCOC(=O)C1=C(C)N=C2SCCC(=O)N2C1c1sccc1C (stereo not drawn)	1	14	2	-2	5	-7	-0.8	4	-0.6
COCCn1c(SCC(=O)Nc2ccc(Cl)cn2)nc2ccccc21	5	1[fluorescence artefact?]	-1	-19	-23	-19	-1.4	3	-1.5
Cn1c(=O)c2c(SCC(=O)NCCc3ccccc3)nc(C3CC3)nc2n(C)c1=O	1	-4	-2	13	8	-9	-0.3	-2	-0.9
Cc1cccc(NC(=S)NC2CCCC2)n1	2	4	2	0	7	-12	-0.5	1	0.0
CCOc1ccc(-c2nnn(CC(=O)N3CCN(c4ccc(OC)cc4)CC3)n2)cc1OCC	2	-12[fluorescence artefact?]	-3	-7	0	-16	-0.4	0	1.5

Just S1P4 ag (6 entries from above):
Compound,S1P4 ag
O=C(OCc1cccc2ccccc12)c1ccc2c(=O)[nH]c(CN3CCOCC3)nc2c1,-0.3
COc1cccc(OCC(=O)Nc2ccccc2C(N)=O)c1,3.7
CCOc1ccc(-c2nnn(CC(=O)N3CCN(c4ccc(OC)cc4)CC3)n2)cc1OCC,1.5
Cc1cccc(NC(=S)NC2CCCC2)n1,0.0
Cn1c(=O)c2c(SCC(=O)NCCc3ccccc3)nc(C3CC3)nc2n(C)c1=O,-0.9
CCOC(=O)C1=C(C)N=C2SCCC(=O)N2C1c1sccc1C (stereo not drawn),-0.6
